EPAC2 antag = blocks human EPAC2 exchange factor; Q8WZA2; EPAC2 GEF exchange of Rap1B-BODIPY-GDP, fluorescence; Potency, µM (highest dose often 114 µM), inactives show at the highest dose activity, negative = inhibition, usual class: inhibitors; 0.18% of 360,000 active; AID 720708; also: % is scaled to controls: 0 for no effect and ±100 for the full control effect; nearly all actives have a fitted effect of over 45% in size; many of its hits are not listed in these tables
aSyn yeast inh = inhibitors of alpha-synuclein toxicity in yeast | Yeast expressing alpha-synuclein, growth rescue, BacTiter-Glo, 24 h | Potency, µM (highest dose often 46.1 µM), for the others: at the highest dose growth rescue (activation), most hits filed as activators | 0.14% of 370,000 active | AID 652106; also: % of control where 0% means no effect; nearly all actives have a fitted effect of over 65% in size
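Galactose-induced alpha-syn yeast (OD600=0.02, raffinose-pregrown) + pinned cpd, 24 hr, 30 deg C; growth by BacTiter-Glo luminescence. Growth restoration scores as activation.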
EPAC2 agonist = agonists of human EPAC2 (RAPGEF4); Q8WZA2; EPAC2 activation, biochemical qHTS; response scale: 100% = 6.5 mM cAMP response; 0.079% of 360,000 active; Potency, µM (highest dose often 154 µM), without a hit: at the top dose activation, hits mostly activators; also: nearly all actives have a fitted effect of over 50% in size
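EPAC2 (100 nM) mixed with Rap1B loaded with BODIPY-GDP (250 nM) plus 50 uM unlabeled GDP; compounds pinned in, 5 min RT, then read every 5 min for 30 min (ex 480, em 540 nm). Normalized to cAMP control.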
EPAC1 antagonist = antagonists of human EPAC1; O95398; EPAC1 GEF assay, Rap1b-BODIPY-GDP exchange fluorescence; Potency, µM (series often up to 115 µM), without a hit: at the highest dose activity change, negative = inhibition, actives largely listed as inhibitors; 0.14% of 360,000 active; AID 720709;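 also: plate controls were vehicle for no effect and positive control for full effect; nearly all actives have a fitted effect of over 50% in size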
Target sequence (O95398 whole entry, looked up): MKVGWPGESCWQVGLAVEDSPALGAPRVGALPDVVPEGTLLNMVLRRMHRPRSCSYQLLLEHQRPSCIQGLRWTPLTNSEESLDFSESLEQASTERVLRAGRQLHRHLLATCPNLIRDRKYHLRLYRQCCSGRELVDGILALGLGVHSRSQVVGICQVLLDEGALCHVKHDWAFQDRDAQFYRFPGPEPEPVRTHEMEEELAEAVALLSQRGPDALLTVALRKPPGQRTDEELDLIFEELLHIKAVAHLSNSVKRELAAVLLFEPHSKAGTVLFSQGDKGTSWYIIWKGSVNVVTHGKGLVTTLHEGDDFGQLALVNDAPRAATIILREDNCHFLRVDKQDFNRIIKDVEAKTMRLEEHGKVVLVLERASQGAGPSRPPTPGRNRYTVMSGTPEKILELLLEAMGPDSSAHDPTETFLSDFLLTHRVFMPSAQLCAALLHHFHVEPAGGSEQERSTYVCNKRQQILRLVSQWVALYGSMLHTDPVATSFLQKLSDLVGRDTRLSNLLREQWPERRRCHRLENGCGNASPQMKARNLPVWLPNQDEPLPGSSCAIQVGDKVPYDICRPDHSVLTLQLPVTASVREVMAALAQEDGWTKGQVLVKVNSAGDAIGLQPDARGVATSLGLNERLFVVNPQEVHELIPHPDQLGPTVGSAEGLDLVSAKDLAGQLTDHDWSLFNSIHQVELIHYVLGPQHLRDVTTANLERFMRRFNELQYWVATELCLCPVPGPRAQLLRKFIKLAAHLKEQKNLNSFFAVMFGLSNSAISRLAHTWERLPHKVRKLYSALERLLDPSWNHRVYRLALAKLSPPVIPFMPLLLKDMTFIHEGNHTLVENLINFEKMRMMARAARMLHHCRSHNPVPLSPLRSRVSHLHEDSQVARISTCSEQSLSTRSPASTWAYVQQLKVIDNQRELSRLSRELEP
EPAC1 agonist = agonists of human EPAC1. EPAC1 agonist qHTS, biochemical assay; response scale: 100% = response to 6.5 mM cAMP. Potency, µM (series often up to 154 µM), for the others: top-dose activation, hits mostly activators. 0.073% of 360,000 active; also: nearly all actives have a fitted effect of over 60% in size
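Fluorescent GDP-exchange assay: 100 nM EPAC1 with 250 nM Rap1B preloaded with BODIPY-GDP and 50 uM GDP; compounds tested as concentration series, 5 min at room temperature, then read every 5 min for 30 min (ex 480/em 540 nm); normalized to 6.5 mM cAMP.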
PTHR1 ag = activates the human parathyroid hormone receptor PTHR1 | Potency, µM (top dose mostly 115 µM), for inactives: at the highest dose activation, most hits filed as activators | 0.075% of 410,000 active | HEK293 GP2 PTHR1 cells, GloSensor cAMP luminescence, 1 h | Q03431 | AID 743266; also: nearly all actives have a fitted effect of over 55% in size; some results filed as inactive show a strong effect at the top dose; inactives centre near -15; many of its hits are not listed in these tables
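HEK-293-derived GP2 cells expressing PTHR1 and a GloSensor cAMP reporter, 3,000/well, plated overnight, given luciferin plus IBMX (each 0.5 mM as added) for 1 h at 37 °C, then compound for 1 h at 37 °C. Luminescence was read after 15 min at room temperature.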
FUS yeast rescue = rescues growth of FUS-expressing yeast | S. cerevisiae FUS-expressing, growth rescue, OD600, 24 h | Potency, µM (series often up to 76.6 µM), for inactives: at the highest dose growth rescue (activation), hits mostly activators | 0.24% of 390,000 active;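 also: plate controls were DMSO vehicle for no effect and reference control for full effect; nearly all actives have a fitted effect of over 55% in size; some results filed as inactive show a strong effect at the top dose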
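Toxicity suppression screen in FUS-yeast. Cells induced with 2% galactose, starting OD 0.005, treated 24hr at 30C with compounds at multiple final concentrations; growth by OD600.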
TDP43 rescue = rescues yeast growth from TDP-43 toxicity | TDP-43 expressing yeast growth rescue, BacTiter-Glo, 24 h | Potency, µM (highest dose often 46.1 µM), for inactives: top-dose growth rescue (activation), actives largely listed as activators | 1.8% of 410,000 active; also: % of control where 0% means no effect; nearly all actives have a fitted effect of over 50% in size
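Yeast cells expressing TDP-43 under galactose induction are exposed to compounds for 24 hr at 30 deg C. BacTiter-Glo luminescence measures growth, so protective compounds score as activators.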
The depositor's hits bear a star; i = inactive; ? = inconclusive; . = not tested or not shown; [ ] = remark or other dose. Calls follow the shape of the dose curve; as a rule, active = well fitted curve in the direction sought with a large enough effect; inconclusive = small, poorly fitted or top-dose-only effect, or another doubt; inactive = no such curve, though single readings can be large; an effect the other way counts as inactive or inconclusive. Potency is read from the fitted curve at half-maximal effect.

entry	structure	EPAC2 antag	aSyn yeast inh	EPAC2 agonist	EPAC1 antagonist
1	O=C(c1cccs1)N1CCN(C23CC4CC(CC(C4)C2)C3)CC1	16%	0%	8%	-8%
2	CCCCN(CC)CCCNC(=O)c1ccc(CSc2nc3ccncc3[nH]2)cc1	-1%	2%	3%	6%
3	CC(C)(C)C(=O)NNc1nc(-c2ccccc2)c2cc(Br)ccc2n1	9%	-11%	-26%	2%
4	O=C1C(Cl)=C(NCc2ccco2)C(=O)c2ccccc21	0%	3%	-5%	-21%
5	COc1cccc(CCc2nnc(CCC(=O)N3CCN(Cc4ccccn4)CC3)o2)c1	1%	6%	-1%	6%
6	CSCCNC(=O)C1(C)CCN1C(=O)c1cc(C)n(C)n1 (configuration not stated)	7%	-1%	5%	5%
7	COc1ccccc1N(C)S(=O)(=O)c1ccc(Cl)c(C(=O)Nc2ccncc2)c1	3%	3%	9%	7%
8	O=C1OCc2ccc(NS(=O)(=O)c3ccc(C(F)(F)F)cc3)cc21	-10%	9%	3%	-4%

entry	EPAC1 agonist	PTHR1 ag	FUS yeast rescue	TDP43 rescue
1	-6%	-3%	30%	-2%
2	0%	i	-9%	-10%[0.397 µM]
3	2%	-15%	12%	?
4	-2%	-28%	.	?
5	6%	-44%[inhibitor]	4%	4%[9.22 µM]
6	-5%	-16%	-2%	23%
7	1%	-26%	0%	-31%[inhibitor]
8	4%	-52%[inhibitor]	-16%	3%

(listing goes on)
entry	structure	EPAC2 antag	aSyn yeast inh	EPAC2 agonist	EPAC1 antagonist
9	CC1CCN(C(=O)CSc2nc3ccccc3c(=O)n2Cc2ccc3c(c2)OCO3)CC1	-3%	13%	15%	-15%
10	Cc1cccc(C)c1Nc1cn[nH]c1	2%	-8%	10%	16%
11	COc1ccc(C(C)=O)cc1COC(=O)CCNS(=O)(=O)c1ccc(C)cc1	-3%	0%	5%	-11%
12	Cc1nc([N+](=O)[O-])cn1CC(O)c1ccccc1 (configuration not stated)	2%	3%	4%	4%
13	CCN(CC)c1ccc(/C=N/NC(=O)c2ccc3nc[nH]c3c2)c(O)c1	-23%	-3%	10%	-14%
14	CCOC(=O)c1c(C)[nH]c(C(=O)OCC(=O)NC(C)(C)C)c1C	-8%	0%	0%	14%
15	NC(=O)C1CCN(C(=O)COc2ccc(S(=O)(=O)NC3CCCC3)cc2)CC1	-7%	-16%	5%	9%
16	O=c1cc(N2CCC(Cc3ccccc3)CC2)[nH]c(=O)n1C1CCCCC1	10%	-1%	-2%	14%

entry	EPAC1 agonist	PTHR1 ag	FUS yeast rescue	TDP43 rescue
9	16%	i	47%	19%
10	0%	-14%	-22%	17%
11	11%	-2%	7%	0%
12	6%	i	3%	-24%
13	16%	-6%	19%	15%
14	1%	-15%	22%	-9%
15	12%	i	10%	-5%
16	-1%	-16%[57.5 µM]	-15%	7%

Brought forward from above: 6 compounds, then new ones.
entry	structure	EPAC2 antag	aSyn yeast inh	EPAC2 agonist	EPAC1 antagonist
11	COc1ccc(C(C)=O)cc1COC(=O)CCNS(=O)(=O)c1ccc(C)cc1	-3%	0%	5%	-11%
12	Cc1nc([N+](=O)[O-])cn1CC(O)c1ccccc1 (configuration not stated)	2%	3%	4%	4%
13	CCN(CC)c1ccc(/C=N/NC(=O)c2ccc3nc[nH]c3c2)c(O)c1	-23%	-3%	10%	-14%
14	CCOC(=O)c1c(C)[nH]c(C(=O)OCC(=O)NC(C)(C)C)c1C	-8%	0%	0%	14%
15	NC(=O)C1CCN(C(=O)COc2ccc(S(=O)(=O)NC3CCCC3)cc2)CC1	-7%	-16%	5%	9%
16	O=c1cc(N2CCC(Cc3ccccc3)CC2)[nH]c(=O)n1C1CCCCC1	10%	-1%	-2%	14%
17	CC1CN(C(=O)CSc2nnc3c(Cl)cc(Cl)cn23)CC(C)O1 (configuration not stated)	13%	-7%	5%	-9%
18	Cc1ccn2c(=O)nc(SCC(=O)N3CCCc4ccccc43)nc2c1	12%	0%	7%	0%
19	C/C(=C\C(=O)c1c(O)cc(C)oc1=O)N(C)C	4%	2%	4%	8%
20	CCOc1ccc2nc(N3CCCC(C(=O)NCCCN4C(C)CCCC4C)C3)sc2c1 (configuration not stated)	2%	4%	-4%	-7%
21	COc1cc([N+](=O)[O-])cc2sc(NC(=O)c3c(F)cccc3F)nc12	-4%	-1%	5%	0%
22	O=C(O)C(Cc1ccc(O)cc1)N1C(=O)c2ccccc2C1=O (configuration not stated)	-3%	-8%	5%	5%
23	COc1cc(NC(=O)Cc2ccc(F)cc2)cc(OC)c1OC	12%	-3%	0%	10%
24	Cc1c(C(=O)N(C)C(C)c2ccncn2)oc2c(F)cccc12 (configuration not stated)	-6%	0%	6%	-6%

entry	EPAC1 agonist	PTHR1 ag	FUS yeast rescue	TDP43 rescue
11	11%	-2%	7%	0%
12	6%	i	3%	-24%
13	16%	-6%	19%	15%
14	1%	-15%	22%	-9%
15	12%	i	10%	-5%
16	-1%	-16%[57.5 µM]	-15%	7%
17	9%	i	10%	-12%
18	-1%	16%	36%	1%
19	8%	-11%	3%	17%
20	-8%	i	6%	-3%
21	10%	-26%	-23%	28%
22	3%	-12%	-21%	6%
23	-3%	-8%	-11%	2%
24	9%	-24%	-5%	23%

Following part.
entry	structure	EPAC2 antag	aSyn yeast inh	EPAC2 agonist	EPAC1 antagonist
25	CSc1nsc(SCC(=O)Nc2cc(C(=O)O)ccc2C)n1	0%	-4%	11%	-7%
26	Cc1cccc(N2CC(c3nc4ccccc4[nH]3)CC2=O)c1 (configuration not stated)	1%	3%	-3%	-4%
27	Cc1c(CCC(=O)O)c(=O)oc2cc(OCc3ccc(Br)cc3)ccc12	?	23%	-7%	3%
28	O=C(CSCc1ccc(Cl)cc1)N1CCOCC1	7%	1%	2%	0%
29	CS(=O)(=O)N1CCc2cc(C(=O)N3CCOCC3)ccc21	-4%	3%	-11%	0%
30	CCOc1ccc(CCNC(=O)Cn2nc(C)n3cccc3c2=O)cc1OCC	-3%	8%	0%	5%
31	CCCOc1cccc(C(=O)Nc2nnn(CCC)n2)c1	23%	-19%	4%	0%
32	CCCNC(=O)COC(=O)c1ccc(Cl)c(S(=O)(=O)N2CCCC2)c1	6%	-1%	4%	4%

entry	EPAC1 agonist	PTHR1 ag	FUS yeast rescue	TDP43 rescue
25	10%	i	22%	-3%
26	-11%	i	12%	-10%[0.397 µM]
27	-15%	-3%	21%	-9%
28	-15%	i	-13%	6%
29	4%	i	-16%	2%
30	0%	i	12%	9%
31	5%	i	14%	-14%
32	4%	-7%	7%	-3%

Going on with the list.
entry	structure	EPAC2 antag	aSyn yeast inh	EPAC2 agonist	EPAC1 antagonist
33	CCCCCC(NC(=O)C1CCN(C(=O)[C@@H](NS(=O)(=O)c2ccc(C)cc2)C(C)C)CC1)C(=O)O (some centres not stated)	24%	7%	-1%	-3%
34	COc1ccccc1NC(=O)Cn1c(O)c(N=NC(=O)c2ccccc2O)c2ccccc21	-5%	1%	1%	-4%
35	CC(=C1C(=O)c2ccccc2C1=O)N1CCN(Cc2ccccc2)CC1	1%	4%	7%	-11%
36	O=C(NCCCn1ccnc1)c1cccc(S(=O)(=O)Nc2ccc(Br)cc2)c1	1%	-2%	-2%	1%
37	COc1ccc(CNC(=O)CN(C)S(=O)(=O)c2ccc(Cl)cc2)cc1	-1%	-1%	7%	-7%
38	CCOc1cccc2sc(NC(=O)c3ccc(S(=O)(=O)N4CCCCC4)cc3)nc12	.	-4%	.	.
39	Cc1ccc(NC(=O)c2cccc(S(=O)(=O)N(C)C3CCCCC3)c2)nc1	-6%	18%	18%	11%
40	CC(=O)c1ccc(NC(=O)Nc2ccc(NS(=O)(=O)c3ccc(C)cc3)cc2)cc1	-8%	-1%	11%	-4%

entry	EPAC1 agonist	PTHR1 ag	FUS yeast rescue	TDP43 rescue
33	-10%	i	2%	0%
34	6%	-27%	22%	28%
35	-1%	-24%[57.5 µM]	29%	-43%[inhibitor]
36	-30%[inhibitor]	?	25%	-18%
37	-1%	-93%[inhibitor]	-43%	16%
38	.	-21%	-12%	25%
39	-1%	-32%[inhibitor]	20%	?
40	9%	-3%[57.5 µM]	1%	0%

Further compounds follow:
entry	structure	EPAC2 antag	aSyn yeast inh	EPAC2 agonist	EPAC1 antagonist
41	CC(=O)c1cccc(NC(=O)CSc2nnc(-c3ccncc3)o2)c1	-4%	5%	-7%	-2%
42	Cc1cc(=O)[nH]c(N/N=C/c2ccc(OC(=O)c3ccco3)cc2)n1	2%	-3%	6%	5%
43	CCCCNC(=O)C(CC)Sc1nc2sc(C(=O)OC)c(C)c2c(=O)n1N (configuration not stated)	1%	-2%	-15%	-2%
44	CCOC(=O)C1(C)CCCN(C(=O)c2cccc3ccccc23)C1 (configuration not stated)	3%	8%	6%	-9%
45	CN(C)S(=O)(=O)c1ccc(NC(=O)CN2CCCC2c2ccc3c(c2)OCCCO3)cc1 (configuration not stated)	-12%	-1%	10%	?
46	Cn1c(CCNC(=O)C2CCCCC2)nc2cc([N+](=O)[O-])ccc21	2%	0%	-9%	4%
47	COc1ccc(-c2nc3c(c(=O)[nH]c(=O)n3Cc3ccccc3)n2C)cc1	-3%	-6%	6%	-17%

entry	EPAC1 agonist	PTHR1 ag	FUS yeast rescue	TDP43 rescue
41	-5%	i	-3%	15%
42	3%	i	-10%	-8%
43	12%	-1%[57.5 µM]	31%	0%
44	14%	i	-7%	0%
45	-1%	i	.	-22%
46	-8%	i	5%	-15%
47	-8%	i	42%	-3%

A different layout for part of the listing above:
43	CCCCNC(=O)C(CC)Sc1nc2sc(C(=O)OC)c(C)c2c(=O)n1N (configuration not stated)
- EPAC2 antag: 1%
- aSyn yeast inh: -2%
- EPAC2 agonist: -15%
- EPAC1 antagonist: -2%
- EPAC1 agonist: 12%
- PTHR1 ag: -1%[57.5 µM]
- FUS yeast rescue: 31%
- TDP43 rescue: 0%

44	CCOC(=O)C1(C)CCCN(C(=O)c2cccc3ccccc23)C1 (configuration not stated)
- EPAC2 antag: 3%
- aSyn yeast inh: 8%
- EPAC2 agonist: 6%
- EPAC1 antagonist: -9%
- EPAC1 agonist: 14%
- PTHR1 ag: i
- FUS yeast rescue: -7%
- TDP43 rescue: 0%

Source: PubChem

An excerpt; the hit share may differ from the screen's.
